# Screening results: PubChem BioAssay, National Center for Advancing Translational Sciences (NCATS)
# KB-3-1 cytotox: kills parental KB-3-1 adenocarcinoma cells | KB-3-1 viability, CellTiter-Glo ATP luminescence, 72 h | Potency, µM (series often up to 46.1 µM), inactives show at the highest dose activity change, negative = cytotoxic, usual class: cytotoxic | 400,000 tested, 1.4% active | AID 1347075; also: nearly all actives have a fitted effect of over 60% in size
#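 Cells are dispensed, compounds pinned in, plates held at 37 °C for 72 h, then CellTiter-Glo is added and luminescence read after 10 minutes. Cell line: parental KB-3-1 in phenol-red-free DMEM, 10% FBS.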
# KB-V1 cytotox: KB-V1 MDR subline cytotoxicity; KB-V1 MDR cells viability, CellTiter-Glo, 72 h; Potency, µM (doses to about 46.1 µM), without a hit: at the highest dose activity change, negative = cytotoxicity, usual class: cytotoxic; 400,000 tested, 3.4% active; also: nearly all actives have a fitted effect of over 60% in size
#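 KB-V1, DMEM (no phenol red) + 10% FBS; cpd pin-transferred, titration series; 72 h, 37 degrees C; CellTiter-Glo, luminescence. Data normalized, curve-fit.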
# ATXN2 expr inh: inhibitors of ATXN2 expression; Potency, µM (highest dose often 57 µM), without a hit: at the highest dose activity change, negative = inhibition, hits mostly inhibitors; 360,000 tested, 0.72% active; AID 1745845; HEK-293 ATXN2-luciferase reporter, luminescence, 24 h; also: nearly all actives have a fitted effect of over 55% in size
#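 ATXN2-luciferase reporter cells (luciferase flanked by upstream and downstream ATXN2 gene portions) were treated 24 h at 37 °C with compounds at up to 57 uM. SteadyGlo luminescence gave expression; GF-AFC fluorescence gave viability.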
# Active calls of the source: *; ? = inconclusive; [ ] = dose if it differs, or a comment. Calls follow the shape of the dose curve; as a rule, active = well fitted curve in the direction sought with a large enough effect; inconclusive = small, poorly fitted or top-dose-only effect, or another doubt; inactive = no such curve, though single readings can be large; an effect the other way counts as inactive or inconclusive. % is scaled to controls: 0 for no effect and ±100 for the full control effect; potency is read from the fitted curve at half-maximal effect.
No.	Structure	KB-3-1 cytotox	KB-V1 cytotox	ATXN2 expr inh
1	CN(C(=O)NCc1noc2ccccc12)c1cccc(Cl)c1	-2%	-4%	7%
2	O=C(Nc1cc2ccc(O)cc2oc1=O)c1ccccc1	1%	-19%	10%
3	CCOC(=O)c1cc(OC(=O)c2ccc(Cl)cc2)n(-c2ccccc2)n1	-2%	0%	-12%
4	COc1ccc(C2C=C(c3ccccc3)Nc3nc(NC(C)=O)nn32)cc1 (stereo not given)	-7%	13%	-1%
5	CCOC(=O)c1ccc(Nc2nc3ccccc3n3c(C)nnc23)cc1	3%	23%	0%
6	Cc1cc(C)c(NC(=O)Cn2c(=O)n(CCCCC(=O)NCc3ccccc3Cl)c(=O)c3ccccc32)c(C)c1	17%	?	7%
7	CCC1CCCCN1C(=O)c1nn(-c2ccc(OC)cc2)c(=O)c2c1c1ccccc1n2C (stereo not given)	-6%	-15%	12%
8	Cc1ccc(CNC(=O)c2ccc(CSCc3cccc(C)c3)o2)cc1	-5%	13%	-21%
9	Cc1ncc(CO)c2c1Oc1nc(-c3ccccc3Cl)nc(SCc3ccccc3F)c1C2	2%	7%	12%
10	CCOC(=O)COc1ccc(C)cc1C(=O)c1ccn2nc(-c3ccc(Cl)cc3)cc2n1	24%	-5%	13%
11	Cc1cccc(N2CCN(S(=O)(=O)c3ccc4oc(=O)c5ncn(C)c5c4c3)CC2C)c1 (stereo not given)	-1%	?	-17%
12	CCOC(=O)c1nnc2c(-c3ccc(OC)cc3)c(C)nn2c1N	26%	?	8%
13	Cc1ccc(C)c(N2CCN(C(=O)c3cc(C)nc4c3c(C)nn4-c3cccc(F)c3)CC2)c1	0%	-10%	1%
14	CCOC(=O)c1c(-c2ccccc2)oc2cc(Br)c(OCc3ccccc3)cc12	7%	24%	-10%
15	Cn1c2ccccc2c2cnn(CC(=O)Nc3ccccc3F)c(=O)c21	18%	3%	36%
16	CCC(=O)Nc1cccc(-c2nc3cc(C)ccc3o2)c1	-5%	?	46%[activator]
17	Cc1cc(C)c2c(n1)nn1c(C)c(CCC(=O)NCc3ccccc3Cl)c(C)nc21	0%	-4%	16%
18	COc1ccc(-n2nc3c(N4CCC(C(=O)NCc5cccc(F)c5)CC4)nnc(C)c3c2C)cc1	-5%	26%	?
19	CCOc1ccc(C2=NC(c3cccs3)=Nc3ccc(C(C)C)cc3N2)cc1	-1%	0%	59%[activator]
20	CCCN1Cc2cccc(C(=O)Nc3ccc(C(C)=O)cc3)c2C1=O	-1%	?	12%

# (next part)
No.	Structure	KB-3-1 cytotox	KB-V1 cytotox	ATXN2 expr inh
21	COc1cc(NC(=O)C(CC(C)C)NS(=O)(=O)c2ccc3c(c2)CCN3C(C)=O)cc(OC)c1 (stereo not given)	0%	?	4%
22	Cc1cc(C)n(-c2nc3cc(Cl)ccc3nc2N2CCN(c3cccc(C)c3C)CC2)n1	-6%	5%	14%
23	CCc1ccc(-n2c(SCc3nc(-c4cc(OC)ccc4OC)no3)nnc2-c2ccccc2)cc1	-8%	0%	-16%
24	COc1ccccc1/C=C/c1nc2ccccc2n1C(C)C	-4%	3%	17%
25	CC(=O)NC(C)c1nc2ccccc2n1Cc1ccccc1Cl (stereo not given)	0%	0%	-9%
26	COc1cc(C2CC(=O)Nc3c2c(=O)n(C)c(=O)n3C)cc(OC)c1OC (stereo not given)	2%	27%	4%
27	CCOc1ccccc1Nc1sc(C(=O)c2ccccc2)c(N)c1S(=O)(=O)c1ccc(C)cc1	?	?	1%
28	Cc1cn(C)c(CC(=O)NCc2ccc(F)cc2)c1C(=O)O	8%	?	8%
29	Cc1ccc(Sc2ccc(N3CCCC(C(=O)Nc4ccc(F)cc4)C3)nn2)cc1 (stereo not given)	0%	-12%	-18%
30	Cc1ccc2c(c1)c1c(c(=O)n(-c3ccccc3)c(=O)n1CC(=O)c1ccc(F)cc1)n2C	-9%	6%	-5%
31	Cc1ccc(Cn2c(C(=O)O)c(CNCCc3ccco3)c3ccc(C)cc32)cc1	5%	0%	5%
32	CCOC(=O)c1ccc(NC(=O)CC2C(=O)N(c3ccc(C)cc3)C(=O)N2C2CCCCC2)cc1 (stereo not given)	10%	10%	6%
33	O=C(NCc1ccco1)c1ccc(Cn2c(SCc3ccccc3)nc3cccnc32)cc1	-25%	-6%	-14%
34	CCC(=O)N1CCc2cc(S(=O)(=O)CCC(=O)Nc3cc(Cl)ccc3OC)ccc21	10%	0%	0%
35	Cn1nnnc1SCCCNCc1ccc(-c2ccc(Br)cc2)o1	-3%	-4%	?
36	Cc1cccc(Cn2c(=O)n(Cc3ccccc3)c(=O)c3oc4ccccc4c32)c1	-2%	3%	-8%
37	Cc1nnc(N2CCC(C(=O)NCc3ccc(F)cc3)CC2)c2nn(-c3ccc(Cl)cc3)c(C)c12	3%	8%	-13%
38	Cc1ccccc1Cn1c(=O)n(CC2CCC(C(=O)N3CCC(C)CC3)CC2)c(=O)c2sccc21 (stereo not given)	?	?	?
39	Cc1cccc(Cn2c(-c3cccs3)nc3ccccc32)c1	-4%	?	3%
40	COc1ccc(NC(=O)C2CCN(c3ccc(Sc4ccc(C)cc4)nn3)CC2)c(OC)c1	?	16%	0%

# Of the compounds above, two have a COOH group.
No.	Structure	KB-3-1 cytotox	KB-V1 cytotox	ATXN2 expr inh
28	Cc1cn(C)c(CC(=O)NCc2ccc(F)cc2)c1C(=O)O	8%	?	8%
31	Cc1ccc(Cn2c(C(=O)O)c(CNCCc3ccco3)c3ccc(C)cc32)cc1	5%	0%	5%

# Quoted at random: 4 compounds from above
No.	Structure	KB-3-1 cytotox	KB-V1 cytotox	ATXN2 expr inh
32	CCOC(=O)c1ccc(NC(=O)CC2C(=O)N(c3ccc(C)cc3)C(=O)N2C2CCCCC2)cc1 (stereo not given)	10%	10%	6%
33	O=C(NCc1ccco1)c1ccc(Cn2c(SCc3ccccc3)nc3cccnc32)cc1	-25%	-6%	-14%
26	COc1cc(C2CC(=O)Nc3c2c(=O)n(C)c(=O)n3C)cc(OC)c1OC (stereo not given)	2%	27%	4%
27	CCOc1ccccc1Nc1sc(C(=O)c2ccccc2)c(N)c1S(=O)(=O)c1ccc(C)cc1	?	?	1%

# Continuation:
No.	Structure	KB-3-1 cytotox	KB-V1 cytotox	ATXN2 expr inh
41	N#C/C(=C\c1cc(Br)c(O)c(Br)c1)c1nc2ccccc2c(=O)[nH]1	13%	-3%	22%
42	O=C(c1cc2c(Cl)nc3ccccc3c2s1)N1CCCCC1	11%	-7%	26%
43	CN1CCN(C(=O)c2ccc3c(c2)N(Cc2ccc(C(F)(F)F)cc2)C(=O)c2ccccc2S3)CC1	?	-9%	-5%
44	COCCN1CCN(Cc2ccc(C(=O)NC(C)C)cc2)C(=O)C1=O	-6%	28%	-2%
45	CC1CCc2nn(CC(=O)Nc3ccccc3Cl)cc2C1 (stereo not given)	0%	5%	9%
46	COc1ccc(-c2oc3ncn4nc(-c5ccc(Cl)cc5)nc4c3c2-c2ccc(OC)cc2)cc1	3%	?	-6%
47	Cc1c(NC(=O)c2cccs2)cccc1-c1nc2cc(Cl)ccc2o1	16%	0%	-7%
48	COc1ccc(CN2CCc3c(c(=O)n4ncc(C(=O)N5CCN(c6ccccc6F)CC5)c4n3C)C2)cc1	-8%	2%	-15%
49	Cc1ccc(Nc2nc3c(S(=O)(=O)c4ccccc4)nnn3c3ccc(Cl)cc23)c(C)c1	2%	?	3%
50	COc1ccc(/C=C(/C#N)c2nc(-c3ccc(Br)cc3)cs2)cc1	15%	0%	-7%
51	COC(=O)c1c(NC(=O)CCCOc2cccc(C)c2)sc2c1CCC2	-2%	18%	-5%
52	O=C(CN1CCCN(S(=O)(=O)c2ccc(Br)cc2)CC1)Nc1cccc(C(F)(F)F)c1	-4%	?	?
53	Cc1oc2ccc(O)c(CN3CCC(C)CC3)c2c1C(=O)Nc1ccccc1	-1%	-13%	-22%
54	CCOCCCNC(=O)CN1C(=O)c2cccnc2Sc2ccccc21	8%	9%	0%
55	Cc1cccc(-c2nnn3c2nc(NCc2ccc4c(c2)OCO4)c2ccccc23)c1	1%	18%	21%
56	CCCCN1CC(c2nc3ccccc3n2CCCCOc2cc(C)cc(C)c2)CC1=O (stereo not given)	-4%	-14%	?
57	COc1ccc(OC)c(CNC(=O)c2cc3c(Cl)nc4ccccc4c3s2)c1	-1%	5%	-10%
58	COc1ccc(NC(=O)Cn2c(=O)n(Cc3ccco3)c(=O)c3sc4ccccc4c32)cc1OC	-15%	-6%	4%
59	Cc1ccccc1-c1nnc(CN2CCN(c3ccccn3)CC2)o1	11%	-6%	-14%
60	Cc1ccc(CCNC(=O)c2cn(C)c3ccc(S(=O)(=O)N4CCC(C)CC4)cc3c2=O)cc1	?	6%	3%

# The listing continues.
No.	Structure	KB-3-1 cytotox	KB-V1 cytotox	ATXN2 expr inh
61	Cc1ccc(C2N3CC4(C)CN2CC(c2ccccc2)(C3)C4=O)cc1 (stereo not given)	0%	-13%	4%
62	Cn1cc(S(=O)(=O)N2CCCCCC2)cc1C(=O)NCc1ccc(F)cc1	-21%	0%	-13%
63	COCCCn1c(=O)c2sccc2n2c(CCCC(=O)Nc3ccc(F)c(F)c3)nnc12	-7%	11%	-17%
64	CCn1nnc2cc(C(=O)Nc3ccc(C)cc3Br)ccc21	3%	0%	10%
65	CCOC(=O)c1cccc(NC(=O)c2cc3c(-c4cccc(OC)c4)nn(C)c3s2)c1	1%	?	-5%
66	CCN(CC)S(=O)(=O)c1cc(-c2nnc(Nc3ccc(OC)c(C(N)=O)c3)c3ccccc23)ccc1C	-26%	0%	?
67	COc1cccc(-c2nc(SCC(=O)NCc3ccccc3)c3c(=O)n(C)c(=O)n(C)c3n2)c1	8%	-12%	-1%
68	CCc1ccc(C(=O)c2cn(CC(=O)Nc3ccc(F)cc3)c3ccc(OC)cc3c2=O)cc1	-11%	-3%	3%
69	COc1ccc(-c2noc(-c3ccc(NCc4cccnc4)c([N+](=O)[O-])c3)n2)cc1OC	9%	-36%	5%
70	Cc1cccn2c(=O)c3cc(C(=O)NCc4ccccc4)c(=N)n(CCOCCO)c3nc12	15%	16%	-27%
71	COc1cccc(CNC(=O)Cn2ncn3nc(-c4cccs4)cc3c2=O)c1OC	9%	-11%	7%
72	CCOC(=O)c1sc(N2C(=O)c3oc4ccccc4c(=O)c3C2c2ccc(C(C)(C)C)cc2)nc1C (stereo not given)	16%	20%	1%
73	COc1cc2c(cc1NC(=O)COc1cc(C)cc(C)c1)oc1ccccc12	2%	?	16%
74	Cc1ccc(NC(=O)c2sc(-n3nc(C)c(Cc4ccc5c(c4)OCO5)c3C)nc2C)cc1Cl	1%	4%	5%
75	Brc1ccc(-c2nc3ccccn3c2Nc2ccc3c(c2)OCCO3)o1	1%	-25%	?
76	Cc1ccc(Cl)cc1N1CCN(C(=O)C2CCCN(S(=O)(=O)c3ccc(Br)s3)C2)CC1 (stereo not given)	?	-5%	-5%
77	CCNc1c(NC(=O)c2cc(OCC)c(OCC)c(OCC)c2)c(=O)oc2ccccc12	-19%	3%	3%

# Exported with values under each structure: part of the list above.
# Order of values: KB-3-1 cytotox, KB-V1 cytotox, ATXN2 expr inh
60) Cc1ccc(CCNC(=O)c2cn(C)c3ccc(S(=O)(=O)N4CCC(C)CC4)cc3c2=O)cc1
    ?, 6%, 3%
61) Cc1ccc(C2N3CC4(C)CN2CC(c2ccccc2)(C3)C4=O)cc1 (stereo not given)
    0%, -13%, 4%

# Some of the compounds tested; count on the stated rates, not on these rows.
